GlmU inhibition = inhibition of mycobacterial GlmU enzyme – biochemical, glucosamine-1-phosphate acetyltransferase (AID 1376); M. tuberculosis GlmU acetyltransferase enzyme assay; higher % means a stronger effect; 0.25% of 220,000 active; inhibition, %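 (tested at 30 µM in the primary screen)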; hits with a dose series show IC50 in µM; in the data active = inhibition above about 13%; inconclusive = no clear call, values can overlap the other calls;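 note: 0% = complete reaction with vehicle and 100% = reaction without substrate; strong numbers were not always called active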
Mtb RmlCD inh = blocks M. tuberculosis RmlC and RmlD coupled enzymes; P9WH09+P9WH11; RmlC+RmlD coupled enzyme assay, percent inhibition; primary screen in compound mixtures; inhibition, % at 3.6 µM; 0.03% of 160,000 active; in the data active = inhibition mostly above about 34%, no sharp cut-off; inconclusive = no clear call, values can overlap the other calls; inactive = mostly below about 22%; note: some results filed as inactive read as strong as hits
Target sequence (P9WH09 whole entry, looked up): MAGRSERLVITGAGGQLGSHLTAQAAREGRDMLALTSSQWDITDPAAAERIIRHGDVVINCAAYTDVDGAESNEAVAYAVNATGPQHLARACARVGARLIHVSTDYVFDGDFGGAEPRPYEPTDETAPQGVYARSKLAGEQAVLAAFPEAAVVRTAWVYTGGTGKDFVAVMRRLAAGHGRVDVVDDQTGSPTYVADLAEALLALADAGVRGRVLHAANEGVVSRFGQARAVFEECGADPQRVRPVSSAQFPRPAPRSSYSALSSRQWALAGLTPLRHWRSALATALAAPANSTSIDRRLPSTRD
Target sequence (P9WH11 whole entry, looked up): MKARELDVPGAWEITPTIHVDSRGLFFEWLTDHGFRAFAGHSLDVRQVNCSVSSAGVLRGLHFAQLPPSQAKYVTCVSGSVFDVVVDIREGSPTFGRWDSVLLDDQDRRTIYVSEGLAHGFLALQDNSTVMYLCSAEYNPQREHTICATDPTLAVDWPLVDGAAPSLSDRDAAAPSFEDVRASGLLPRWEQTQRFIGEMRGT
An asterisk follows results filed as active; u = inconclusive; x = no result given. A portion of the library, so the mix of outcomes need not match the whole.

Structure	GlmU inhibition	Mtb RmlCD inh
O=C(CSc1nnc(-c2ccccc2)o1)NC1CCCCC1	-0.8%	-1.9
CCCN(CCC)c1ncnc2c1cnn2-c1ccc(OC)cc1	3.7%	7.1
CCCCNc1nc2c(S(=O)(=O)c3ccccc3)nnn2c2ccccc12	1.2%	-10.1
CCOC(=O)Cc1csc(NC(=O)CSc2ncnc3c2cnn3-c2ccc(OC)cc2)n1	3.4%	10.2
CC(NC(=O)Nc1ccccc1O)(C(F)(F)F)C(F)(F)F	0.2%	-5.0
CCOC(=O)/C(=C/c1ccc(OC(=O)c2ccncc2)cc1)C(C)=O	6.3%	-7.3
CC(C)C(=O)Nc1ccc(C(=O)Nc2ccc(Br)cc2F)cc1	1.1%	-1.2
CCOC(=O)C1CCCN(C(=O)c2ccc(CS(=O)(=O)c3ccc(Br)cc3)o2)C1 (stereo not given)	1.3%	-5.7

Following part.
Structure	GlmU inhibition	Mtb RmlCD inh
CCCC(=O)N(Cc1cc2cccc(C)c2[nH]c1=O)c1ccccc1OC	3.8%	23.9
COc1ccc(/C=N/NC(=O)CCn2cnc(-c3ccccc3)c2-c2ccccc2)cc1OC	-4.8%	6.5
NC(=O)N=Nc1c2[nH]c3ccccc3nc-2c2ccccc12	4.4%	-5.8
CCCCNC(=O)CCSc1ccc(C)cc1	-7.4%	11.4
CC(C)(C)CC(C)(C)Nc1c(-c2ccc(O)cc2)nc2cnccn12	-7.2%	x
CCOc1ccc(/C=N/OCC(=O)NCc2ccco2)cc1	-2.5%	10.7
O=C(CCC1N=C2c3ccccc3N=C(SCC(=O)NCc3ccco3)N2C1=O)NCc1ccco1 (stereo not given)	0.2%	-11.6
Cc1ccc(C(=O)N2CC(=O)Nc3ccc(F)cc3C2c2ccc(F)cc2)cc1[N+](=O)[O-] (stereo not given)	2.2%	8.1

Whole records, quoted from the list. Order of values: GlmU inhibition, Mtb RmlCD inh
COc1ccc(/C=N/NC(=O)CCn2cnc(-c3ccccc3)c2-c2ccccc2)cc1OC is entered as -4.8%, 6.5
Cc1ccc(C(=O)N2CC(=O)Nc3ccc(F)cc3C2c2ccc(F)cc2)cc1[N+](=O)[O-] (stereo not given) is entered as 2.2%, 8.1
CCCC(=O)N(Cc1cc2cccc(C)c2[nH]c1=O)c1ccccc1OC is entered as 3.8%, 23.9

The listing continues.
Structure	GlmU inhibition	Mtb RmlCD inh
O=C(CCCn1nnc2ccccc2c1=O)N[C@H](C(=O)O)c1ccccc1	2.7%	-5.0
COc1cc(Br)cc(CNc2ccc(F)c([N+](=O)[O-])c2)c1O	5.3%	3.1
COC(=O)c1ccc(NC(=O)CN2C(=O)C3C4C=CC(C4)C3C2=O)cc1 (stereo not given)	3.7%	6.6
CCn1c(C)nc2cc(S(=O)(=O)C(F)(F)F)ccc21	1.1%	x
N#CC1=C(N)OC2=C(CCC/C2=C/c2ccoc2)C1c1ccoc1 (stereo not given)	-0.4%	x
Cc1cc(C)nc(SCC(=O)Nc2ncc(C(F)(F)F)cc2Cl)n1	2.0%	-8.7
CCC(C)NC(=O)CSc1nc2ccc(N3CCOCC3)cc2c(=O)n1CCc1ccccc1 (stereo not given)	x	-1.9
Cc1ccc(CNC(=O)CSc2nc3n[nH]c(C)c3c(=N)n2-c2cccc(C)c2)cc1	-1.0%	0.9

Carrying on:
Structure	GlmU inhibition	Mtb RmlCD inh
COc1cc(/C=N/O)cc(Br)c1OS(=O)(=O)c1ccc(C)cc1	-0.8%	4.8
COC(=O)C1=C(C(=O)OC)[C@@H]2N(Cc3ccccc3)c3ccccc3[C@@]23C[C@@H](C(=O)OC)N(C(=O)c2cccs2)C3=N1	-0.2%	x
CCc1ccccc1NC(=O)c1cccc(Oc2ccc([N+](=O)[O-])cc2Cl)c1	-6.1%	7.2
O=C1NC(=S)/C(=C\c2ccc(-c3ccccc3Cl)o2)S1	194µM*	-10.9
COCc1ccc(CN2CCCC(C(=O)c3sccc3C)C2)o1 (stereo not given)	2.8%	-14.2
O=C(Nc1ccc(C(=O)N2CCCC2)cc1)c1ccccc1[N+](=O)[O-]	6.5%	-3.2
COc1ccc(-c2cc(-c3ccccc3)c(C#N)c(SCC(=O)Nc3ncc(C)s3)n2)cc1	4.6%	18.5
CCc1nnc(NC(=O)c2sc3nc(C)cc(COC)c3c2N)s1	6.6%	15.3

Carrying on:
Structure	GlmU inhibition	Mtb RmlCD inh
COc1ccc(NC(=O)CSC2CCCCC2)cc1	3.0%	7.4
COc1cc(OC)cc(C(=O)Nc2nnc(NC(=S)Nc3ccccc3)s2)c1	2.6%	-5.0
O=C(NCC1CCCO1)/C(=C\c1ccccc1)NC(=O)c1ccccc1 (stereo not given)	-0.2%	x
CC1=NN(Cc2ccccc2)C(=O)C1C(c1ccc(Cl)cc1)C(C#N)C#N (stereo not given)	1.4%	-12.7
O=C(c1cccnc1)C1CCCN(Cc2nc(Cc3ccccc3F)no2)C1 (stereo not given)	2.0%	-6.5
COCCN(Cc1cc2cc3c(cc2nc1Cl)OCO3)C(C)=O	0.8%	-10.4
Cn1c(=O)c2c(nc(SCCN3CCOCC3)n2Cc2ccccc2Cl)n(C)c1=O	1.4%	-6.0
COc1ccc(CC2(CO)CCN(Cc3ccc4c(c3)CCO4)CC2)cc1	0.5%	-11.2

The results go on:
Structure	GlmU inhibition	Mtb RmlCD inh
CC(C)c1ccc(NC(=O)C2C3C=CC4(CN(Cc5cccnc5)C(=O)C24)O3)cc1 (stereo not given)	2.9%	-13.5
COc1ccc(CC(=O)Nc2c3c(nn2-c2cccc(C)c2C)CS(=O)C3)cc1OC (stereo not given)	1.3%	30.0
COCC(C)OC(=O)C(C#N)c1nc2ccccc2nc1N1CCN(Cc2ccccc2)CC1 (stereo not given)	-4.7%	x
Cn1c(CS(=O)Cc2c(Cl)cccc2Cl)nnc1SCc1ccc(Cl)cc1 (stereo not given)	-5.7%	9.3
Nc1nc(-c2ccccc2)c(N=Nc2cccc3ccccc23)s1	-0.4%	-6.1
CCCN(CCC)S(=O)(=O)c1ccc(C(=O)Nc2cc3oc4ccccc4c3cc2OC)cc1	9.9%	x
COc1ccc(-c2nnc(CSc3nc4ccccc4c(=O)n3CC3CCCO3)o2)cc1OC (stereo not given)	3.1%	10.5
Cc1c(NC(=O)CSc2nnc(-c3cccc(Cl)c3)o2)c(=O)n(-c2ccccc2)n1C	-1.9%	-1.5

Continued.
Structure	GlmU inhibition	Mtb RmlCD inh
O=C1CC(c2ccccc2)c2c(O)cc(O)cc2O1 (stereo not given)	-2.1%	21.2
CCOC(=O)Cc1c(C)c2ccc(N(CC)CC)cc2oc1=O	x	5.8
COC(=O)/C(=C/c1cn(C)c2ccccc12)[N+](=O)[O-]	x	2.8
CSCC(CO)NS(=O)(=O)c1ccc(C)cc1 (stereo not given)	-6.5%	4.5
Cc1ccc(CNC(=O)CS(=O)(=O)c2ccccc2)cc1	-4.0%	10.7
Cn1cc(CCC(=O)N2CCCC(CCC(=O)NCc3ccc(F)c(F)c3)C2)cn1 (stereo not given)	-3.0%	x
Cc1cc(C2(c3ccc(O)c(C)c3)C(=O)Nc3ccccc32)ccc1O	0.4%	u
Cc1cc(C)c2[nH]c(=O)c(C(c3nnnn3C(C)(C)C)N(Cc3ccco3)CC3CCCO3)cc2c1 (stereo not given)	-3.6%	11.6

Going on with the list:
Structure	GlmU inhibition	Mtb RmlCD inh
Cc1nonc1OCCNc1ccc([N+](=O)[O-])cc1	6.4%	4.0
COc1ccc(NC(=S)Nc2cccnc2)c(OC)c1	1.0%	-11.7
Cc1cc(C(=O)N/N=C(\CCC(=O)O)c2cccs2)c2ccccc2n1	2.4%	-8.3
COc1cc(Cl)c(C)cc1NC(=O)COC(=O)c1cc(SC)ccc1Cl	2.9%	-5.2
OCC1(Cc2cccc(Cl)c2)CCCN(Cc2sc(N3CCCC3)nc2Cl)C1 (stereo not given)	2.2%	8.1
CC(=O)Nc1cccc(OCC(=O)NS(=O)(=O)c2ccc(Cl)cc2)c1	4.2%	8.6
CN(CCO)c1cc(N(C)CCO)c([N+](=O)[O-])cc1[N+](=O)[O-]	-2.8%	46.2
O=c1[nH]ncc(N/N=C\c2ccncc2)c1Cl	-1.8%	-6.2

The list continues:
Structure	GlmU inhibition	Mtb RmlCD inh
CCNc1nc(NC(C)(C)C)nc(SC)n1	1.4%	x
COc1ccc(CNc2nc3nc(C)c(Cl)c(=O)n3[nH]2)cc1	-0.7%	-15.0
O=C(CSc1nnc2scc(-c3ccc(Cl)cc3)n12)NCc1ccc2c(c1)OCO2	0.1%	7.2
CC(C)C(=O)Nc1nc2ccc(S(C)(=O)=O)cc2s1	1.9%	10.2
CSc1nc(-c2ccc(C)cc2)nc(N)c1C#N	x	-5.1
CCc1ccc(-n2c(SCc3c(C)noc3C)nnc2-c2ccncc2)cc1	-4.9%	5.6
NNC(=O)c1csc(-c2ccc(C(F)(F)F)cc2Cl)n1	3.5%	x
C[n+]1cccc2c(Br)ccc([O-])c21	7.4%	-10.4

The list continues:
Structure	GlmU inhibition	Mtb RmlCD inh
C/C(=N\S(=O)(=O)c1ccc(C)cc1)N1CCN(S(=O)(=O)c2ccccc2)C1	x	-16.1
O=C(/C=C/c1cccc(F)c1)Nc1nccs1	4.7%	-5.8
COc1ccc(OC)c(S(=O)(=O)NCc2cn3ccsc3n2)c1	1.3%	x
O=C(Nc1nccs1)C1CCN(S(=O)(=O)c2c(Cl)cccc2Cl)CC1	1.9%	2.4
O=C(CN1CCOCC1)N1CCN(c2nnc(-c3ccccc3)c3ccccc23)CC1	3.0%	x
C=CCn1c(SCC(=O)N(CC)CC)nc(O)cc1=O	4.6%	3.9
NC(=O)C[N+]1(CC#CC(O)(c2ccccc2)c2ccccc2)CCCC1	-0.7%	1.7
COc1ccc2nc(NC(=S)NC(=O)c3ccco3)sc2c1	-0.1%	0.3

As a working copy, 2 of the compounds above.
Structure	GlmU inhibition	Mtb RmlCD inh
NC(=O)C[N+]1(CC#CC(O)(c2ccccc2)c2ccccc2)CCCC1	-0.7%	1.7
COc1ccc2nc(NC(=S)NC(=O)c3ccco3)sc2c1	-0.1%	0.3

(next part)
Structure	GlmU inhibition	Mtb RmlCD inh
CCN(CCNC(=O)C1CCN(S(=O)(=O)c2cccc3nsnc23)CC1)c1ccccc1	-2.8%	25.1
CCC(=S)/C=C1\Sc2ccccc2N1CCCS(=O)(=O)O	3.5%	38.4
O=C1NC(=S)N/C1=C\c1cccc([N+](=O)[O-])c1	-6.5%	2.6
CSc1nnc2c3ccccc3n(CCc3ccccc3)c2n1	-3.1%	x
Fc1ccc(N2CCN(Cc3cnc(Cl)s3)CC2)cc1	-3.0%	5.3
CCCSc1nnc(Sc2nnnn2-c2ccccc2)s1	-1.3%	8.9
COc1ccccc1N/C(=N/c1nc(C)cc(C)n1)NC(C)=O	0.3%	-0.2
CCCCC(=O)N1CCCC(c2nc(-c3cccc(OC)c3)no2)C1 (stereo not given)	-3.3%	4.8

Going on with the list.
Structure	GlmU inhibition	Mtb RmlCD inh
N=C1C(=O)OCC1c1ccccc1NC(=O)c1ccccc1 (stereo not given)	4.0%	x
COc1cc(NC(=O)Nc2ccc(C)cc2)cc([N+](=O)[O-])c1	4.3%	7.0
O=C(NCCC1=CCCCC1)C1CCN(S(=O)(=O)c2cccs2)CC1	0.9%	-9.7
COc1ccc(-n2cc(CN(C)CCO)c(-c3cccc(F)c3)n2)cc1	2.3%	-11.4
Cc1ccc(NS(=O)(=O)c2cc(N)ccc2Cl)c(C)c1	-0.3%	17.2
Cc1nc(SCC(=O)NCC2CCCO2)c2oc3ccccc3c2n1 (stereo not given)	0.4%	x
O=C(COc1ccccc1[N+](=O)[O-])N/N=C/C=C/c1ccco1	x	8.8
OCCN(CCO)c1ccc(C(c2ccc(Cl)cc2)c2ccc(N(CCO)CCO)cc2Cl)c(Cl)c1	-3.2%	2.6

Additional entries follow:
Structure	GlmU inhibition	Mtb RmlCD inh
Cc1ccc(O)c(O)c1	4.0%	x
Oc1cccc(/C=N/N2CCN(C3c4ccccc4-c4ccccc43)CC2)c1	4.5%	-8.0
COc1ccc(-c2nc(CS(=O)CC(=O)N3CCc4ccccc4C3)c(C)o2)cc1 (stereo not given)	3.2%	-5.1
COc1ccc(-n2c(CCc3ccccc3)n[nH]c2=S)cc1	3.0%	x
COc1ccccc1C(=O)C1CCCN(Cc2ccc(Oc3ncccn3)cc2)C1 (stereo not given)	2.7%	-3.2
COc1cccc(-n2nnc3c(=O)n(CC(=O)NCC4CCCO4)cnc32)c1 (stereo not given)	5.2%	x
CCOC(=O)C(Sc1nnc(-c2ccncc2)o1)C(C)=O (stereo not given)	-5.5%	x
CC(=O)Nc1ccc(S(=O)(=O)NCCCN2CCN(Cc3ccccc3)CC2)cc1Cl	-5.0%	-2.3

Following part:
Structure	GlmU inhibition	Mtb RmlCD inh
O=c1oc2ccccc2c(Nc2cccc(O)c2)c1[N+](=O)[O-]	1.9%	13.6
CC(/C=N/Nc1nncc(=O)[nH]1)=C\c1ccccc1	-4.9%	18.6
COC(=O)C1CCCN1C(=O)c1cccs1 (stereo not given)	3.8%	5.2
Nc1nc(N)c2nc(-c3ccccc3)c(N)nc2n1	1.8%	x
O=C(CCCc1ccccc1)Nc1nncs1	-3.0%	x
O=S(=O)(c1ccc(-c2ccon2)s1)N1CCCC1	-3.1%	x
CC1(C)CC(=O)C(N=Nc2ccc(S(=O)(=O)N3CCCCCC3)cc2)=C(O)C1	-15.1%	-2.1
CCOC(=O)c1ccc(N=C2S/C(=C\c3cc(C)n(-c4cccnc4)c3C)C(=O)N2C)cc1	-6.7%	-6.0

(cont.)
Structure	GlmU inhibition	Mtb RmlCD inh
O=[N+]([O-])c1ccc(OCc2cnc(Cl)s2)cc1	5.9%	-5.4
CCC1=NN2C(=N)/C(=C\c3ccc(OCc4cc(=O)n5nc(CC)sc5n4)c(OC)c3)C(=O)N=C2S1	4.5%	-5.6
CCC(NS(=O)(=O)c1ccc(C)cc1)C(=O)Nc1ccc(NC(C)=O)cc1 (stereo not given)	2.3%	-1.3
CCOc1cc(N2CCOCC2)c(OCC)cc1NC(=O)COC(=O)CCc1c[nH]c2ccccc12	8.2%	x

Screening data (PubChem BioAssay)
